HDAC3 inh: blocks human histone deacetylase 3. inhibition, % at 8.3 µM. recombinant HDAC3, fluorogenic peptide/trypsin coupled, fluorescence. O15379. 0.15% of 320,000 active; in the data active means inhibition above about 26%, passing the limit was not always enough
Target sequence (O15379 whole entry, looked up): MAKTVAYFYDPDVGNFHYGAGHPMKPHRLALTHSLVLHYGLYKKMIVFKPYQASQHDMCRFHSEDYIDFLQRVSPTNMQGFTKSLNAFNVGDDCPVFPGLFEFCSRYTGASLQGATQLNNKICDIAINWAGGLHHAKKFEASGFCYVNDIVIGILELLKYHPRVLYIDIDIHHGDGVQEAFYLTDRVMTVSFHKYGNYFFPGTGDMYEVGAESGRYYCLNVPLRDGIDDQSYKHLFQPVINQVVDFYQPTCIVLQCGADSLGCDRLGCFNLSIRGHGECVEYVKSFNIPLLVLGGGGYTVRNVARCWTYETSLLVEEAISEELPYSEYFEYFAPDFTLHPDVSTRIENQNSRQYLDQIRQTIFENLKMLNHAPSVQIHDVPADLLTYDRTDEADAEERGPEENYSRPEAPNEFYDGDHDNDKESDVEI
ANO1 block: inhibitors of mouse TMEM16A calcium-activated chloride channel. normalized B-score (activity score, 25-100; higher = stronger inhibition) at 10 µM. 1.2% of 310,000 active. Q8BHY3. HEK293 TMEM16A/YFP iodide influx fluorescence, ionomycin;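 active means ratio plate-corrected score three or more library SD toward inhibition, starting fluorescence score within five deviations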;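 further: score derived from kinetic fluorescence span divided by baseline fluorescence per well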
TMEM16A act: activators or potentiators of mouse TMEM16A chloride channel; Q8BHY3; HEK293 TMEM16A/YFP-H148Q/I152L, iodide quench fluorescence; active compounds read low; B-score at 10 µM; 0.3% of 340,000 active;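 active means fluorescence-ratio B-score plate-corrected deviation score at least 3 library SD below zero, with starting fluorescence score within 5 deviations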;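 further: channel opened by trigger with iodide after compound preincubation; score built on the fluorescence ratio of max minus min over baseline; more negative score means more quench and so TMEM16A activation or potentiation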
Dyrk1A ADPGlo: inhibitors of rat Dyrk1A kinase; ADP-Glo luminescence, NFATc1 peptide; inhibition, % at 12.5 µM; 0.43% of 310,000 active; AID 504441; in the data active means inhibition above about 50%;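 further: plate controls were vehicle with enzyme for no effect and no enzyme for full effect; many of its hits are not listed in these tables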
TRPC4 PAM: TRPC4 (mouse) allosteric potentiation; HEK293 TRPC4beta/mu-opioid, DAMGO EC20, Fluo-4 Ca2+ flux; active compounds read high; 0.42% of 310,000 active; B-score at 10 µM; Q9QUQ5;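 active means B-score of calcium response area above 5 SD of library B-scores, with initial fluorescence ratio within 5 SD of library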;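 further: B-score of integrated fluorescence ratio over time as area under calcium response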
hERG protect: shields human hERG channel from block by proarrhythmic agents | activation (rescue from dofetilide block), less the hit threshold, % at 10 µM | CHO-hERG, FluxOR thallium flux, dofetilide IC70 present | 0.51% of 310,000 active | Q12809;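 active means activation above the mean of controls blocked by dofetilide plus 5 SD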;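 further: thallium influx through hERG after potassium depolarization seen as dye fluorescence rise; in these data hits start at about 4.7%; inactives centre near -7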
TRPC4 act: opens the mouse TRPC4 cation channel; HEK293 TRPC4beta/mu-opioid, Fluo4 calcium fluorescence; active compounds read high; B-score at 10 µM; 0.49% of 310,000 active; Q9QUQ5;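 active means B-score above 5 SD of library B-scores, and initial fluorescence ratio not above library mean plus 5 SD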;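 further: positive B-score marks a calcium rise read as TRPC4 activation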
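Assay system: HEK293 cells stably co-expressing mouse TRPC4beta and mu-opioid receptor / Timing: Fluo4 dye loading 45 min at room temperature, 110 s recording / Signal: Fluo4 calcium-sensitive dye fluorescence, kinetic, 1 Hz baseline / Read-out: integrated baseline-normalised fluorescence ratio, converted to per-well B score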
KCNQ1 pot: human KCNQ1 channel potentiation or activation. 0.35% of 310,000 active. B-score at 10 µM. CHO-K1 KCNQ1, thallium flux FluxOR fluorescence; active compounds read high. AID 2648. P51787;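 active means fluorescence ratio B-score, a plate-corrected score, at least three library SD, with initial intensity B-score within 5 SD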
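Assay system: CHO-K1 cells stably expressing KCNQ1; Medium: assay buffer with matched DMSO; Also added: K+/Tl+ depolarizing stimulus; Dosing: single dose; Timing: dye 90 min, compound 20 min, room temperature; Measured by: kinetic FluxOR thallium fluorescence, 10-s 1-Hz baseline, 110-s post-stimulus read; Read-out: peak-minus-minimum fluorescence over initial fluorescence, negative-control normalized, B-scored.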
KCNK9 inh: human KCNK9 channel inhibition. Q9NPC2. HEK293 KCNK9, FluxOR thallium flux fluorescence; active compounds read low. B-score at 10 µM. 1.2% of 310,000 active;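 active means ratio B-score over 3 SD below the library mean, with starting fluorescence within 5 SD of its mean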;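 further: negative B-score means less thallium flux so channel inhibition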
Target sequence (Q9NPC2 whole entry, looked up): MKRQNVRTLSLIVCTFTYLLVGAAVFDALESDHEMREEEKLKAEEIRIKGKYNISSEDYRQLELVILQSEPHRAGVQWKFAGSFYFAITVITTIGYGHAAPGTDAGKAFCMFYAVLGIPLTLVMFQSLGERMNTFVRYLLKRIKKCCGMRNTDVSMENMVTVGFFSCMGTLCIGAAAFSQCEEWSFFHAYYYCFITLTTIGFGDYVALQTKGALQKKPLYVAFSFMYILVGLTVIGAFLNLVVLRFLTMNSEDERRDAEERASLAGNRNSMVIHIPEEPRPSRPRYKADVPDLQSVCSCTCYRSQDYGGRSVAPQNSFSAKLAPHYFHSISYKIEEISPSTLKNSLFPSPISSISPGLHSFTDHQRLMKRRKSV
KCNK3 inh: human KCNK3 channel inhibition, primary screen; 0.84% of 340,000 active; CHO-KCNK3 thallium flux, FluxOR fluorescence; active compounds read low; B-score at 10 µM; O14649;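 active means B-score under library mean minus 4 SD, starting fluorescence ratio at most library mean plus 5 SD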;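 further: more negative B-score means stronger inhibition of thallium flux through KCNK3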
KCNQ1 inh: human KCNQ1 channel inhibition. P51787. CHO-K1 KCNQ1, FluxOR thallium flux fluorescence; active compounds read high. B-score at 10 µM. 1.3% of 310,000 active;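 active means compounds whose thallium flux B-score, printed positive for inhibition, exceeds three library SD while starting fluorescence stays within three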;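 further: channel opened by potassium depolarization with thallium stimulus after 20 min compound exposure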
* = called active by the depositor; i = inactive; . = no result given. These rows are one share of the data. The share of hits here may be higher or lower than overall.

SMILES	HDAC3 inh	ANO1 block	TMEM16A act	Dyrk1A ADPGlo	TRPC4 PAM	hERG protect	TRPC4 act	KCNQ1 pot	KCNK9 inh	KCNK3 inh	KCNQ1 inh
CCc1ccccc1NC(=O)CN(C)C(=O)CSc1nnc(Nc2ccc(C)cc2)s1	0	i	i	-3	i	-2	i	i	i	i	i
O=C(O)c1ccc(S(=O)(=O)N2CCOCC2)o1	-2	i	i	-5	i	-12	i	i	i	i	i
Cc1nnc(N2C(=O)c3ccc(Br)cc3C2=O)s1	-1	i	i	11	i	-2	i	i	i	i	i
COC(=O)c1ccccc1OCCOCCOc1cccc2ccc(C)nc12	-11	i	i	-9	i	-11	i	i	i	i	i
Cc1ccc(SCc2cc(=O)n(C)[nH]2)cc1	.	i	i	21	i	-8	i	i	i	i	i
CN(CC(=O)Nc1ccccc1Br)C(=O)CCSc1ccc(F)cc1	-3	i	i	-11	i	-8	i	i	i	i	i
CCN(CC)CCCN1C(=O)C(O)=C(C(=O)c2ccco2)C1c1ccc(C)o1 (configuration not stated)	-1	i	i	6	i	0	i	i	i	i	i
O=C1CCCC(O)=C1C=NCc1ccccc1	-2	i	i	3	i	-6	i	i	i	i	i
O=c1oc2ccccc2n1CCCOc1ccccc1	-1	i	i	-4	i	-9	i	i	i	i	i
CCCCSc1ccc2nc(-c3ccc(C#N)cc3)cn2c1	5	100*	i	0	i	-13	i	i	i	i	7*
O=C(NNc1ccc([N+](=O)[O-])cc1)C12CC3CC(CC(C3)C1)C2	9	i	i	-5	i	-7	i	i	i	i	i
CNC(=O)C1=C(C)Nc2nc3ccccc3n2C1c1cccc(OC)c1 (configuration not stated)	0	i	i	3	i	-7	i	i	i	i	i
Cc1c(C(=O)N2CCOCC2)oc2ccc(S(=O)(=O)N3CCCC3)cc12	-1	i	i	-7	i	3	i	i	i	i	i
Cc1ccc(OCCn2cnc3sc(C(N)=O)c(C)c3c2=O)cc1	4	i	.	.	i	-13	i	i	i	.	i
CCOc1ccc(NS(=O)(=O)c2ccc(OCC)c3ncccc23)cc1	-9	i	i	4	i	-12	i	i	i	i	i
CCN1CCc2c(C#N)c(N3CCCCC3)nc(NCc3ccccc3)c2C1	-5	i	i	2	i	-21	i	i	i	i	i
O=C1CSC(c2cccc(F)c2)N1c1ccc(O)cc1 (configuration not stated)	6	i	i	5	i	-9	i	i	i	i	i
CCCCn1nc(C(=O)Nc2cc(S(=O)(=O)N(C)C)ccc2C)c2ccccc2c1=O	3	i	i	5	i	-7	i	i	i	i	i
O=C1c2ccsc2SCCN1Cc1c(F)cccc1Cl	7	i	i	0	i	-4	i	i	i	i	i
CCCC(NS(=O)(=O)c1ccc(OC)cc1)C(=O)O (configuration not stated)	4	i	i	5	i	-4	i	i	i	i	i
c1ccc2oc(-c3nn4c(Cn5cnc6ccccc65)nnc4s3)cc2c1	-1	i	i	3	i	2	i	i	i	i	i
CC(=O)Nc1ccc(NC(=O)CCc2nc3ccccc3c(=O)[nH]2)cc1	7	i	i	-19	i	-5	i	i	i	i	i
CCCCn1c(SCC(=O)c2ccc(O)cc2O)nc2cc(S(N)(=O)=O)ccc21	5	i	i	2	i	-8	i	i	i	i	i
S=C(c1ccc(-c2cccc(Cl)c2)o1)N1CCOCC1	8	i	i	8	i	-10	i	i	i	i	i
O=C(CN(C(=O)CNC(=O)c1ccco1)c1ccc(F)cc1)NC1CCCC1	3	i	i	-10	i	-6	i	i	i	i	i
COc1cc(CNC(=O)c2ccc(Cn3nc(C)c(Cl)c3C)o2)cc(OC)c1	0	i	i	-3	i	-7	i	i	i	i	i
COc1cc(C)c(S(=O)(=O)NCc2cccs2)cc1C	1	i	i	1	i	-11	i	i	i	i	i
CC(=O)Cn1cnc2c(cnn2-c2ccccc2)c1=O	2	i	i	-4	i	-4	i	i	i	i	i
O=C(c1ccc([N+](=O)[O-])cc1)c1cc2ccc(O)cc2oc1=O	3	i	i	-2	i	-7	i	i	i	i	i
COc1ccccc1N1CCN(S(=O)(=O)Cc2ccccc2Cl)CC1	-8	i	i	4	i	-1	i	i	i	i	i
CN(CCOc1ccccc1)C(=O)C1CCN(C(=O)c2ccc(Cl)cc2)CC1	0	i	i	-5	i	-13	i	i	i	i	i
O=C(Nc1ccc(N=Nc2ccccc2)cc1)c1cccc(Cl)c1	-2	i	i	-5	i	-8	i	i	i	i	i
CCOc1ccc(C(=O)c2ccc(OCC)c(N)c2)cc1N	10	i	i	6	i	-16	i	i	i	i	i
Cc1cc(C)n(-c2ccc(C(=O)Nc3ccc(N4CCOCC4)cc3)cc2)n1	-11	i	i	7	i	-8	i	i	i	i	i
Cc1cc2nccc(-c3ccccn3)n2n1	-3	i	i	.	i	-16	i	i	i	i	i
O=C(CSc1nnnn1-c1cccc2c1CCCC2)N1CCCC1	0	i	i	0	i	-3	i	i	i	i	i
CCn1ccnc1CNC(=O)CC1C(=O)NCCN1Cc1ccc(F)cc1Cl (configuration not stated)	-3	i	i	-2	i	-4	i	i	i	i	i
COc1ccc(C(=O)NC2CCCc3c2cnn3-c2cccc(C)c2C)c(OC)n1 (configuration not stated)	-3	100*	i	-1	i	-40	i	i	i	i	11*
CN(C)CCNC(=O)c1ccccc1	0	i	i	-11	i	-8	i	i	i	i	i
Cc1ccc(C(=O)NC(NC(=O)c2ccc(C)cc2)C(Cl)Cl)cc1	-7	i	i	5	i	-5	i	i	i	i	i
COc1ccc(-c2cc3ccc(OCC(N)=O)cc3oc2=O)cc1OC	-6	25*	i	-4	i	-1	i	i	i	i	i
Cc1ccc2nc(C)cc(OCC(=O)O)c2c1	-2	i	i	1	i	-2	i	i	i	i	i
COc1ccc(/C=N/NC(=O)C2C(C=C(Cl)Cl)C2(C)C)c(OC)c1 (configuration not stated)	-2	i	i	.	i	-13	i	i	i	i	i
CC(=O)Nc1ccc(CN2CCc3c([nH]c4ccccc34)C2c2ccccn2)cc1 (configuration not stated)	4	i	i	-3	i	-8	54*	i	i	i	i
CCn1cc(S(=O)(=O)CC(=O)Nc2cccc(C)c2)c2ccccc21	4	i	i	-2	i	-9	i	i	i	i	i
COc1ccc(-c2ccc(CNCCCN3CCOCC3)o2)cc1Cl	.	i	i	13	i	-3	i	i	i	i	i
CCC(C)(C)NC(=O)c1ccc(Br)o1	-1	i	i	-4	i	-4	i	i	i	i	i
COc1ccc(CCN2CC(C(=O)NCc3cnn(C(C)C)c3)CCC2=O)cc1 (configuration not stated)	-4	i	i	5	i	-9	i	i	i	i	i
CC(NC(=O)CCNC(=O)c1ccc(Br)cc1)c1ccc(S(N)(=O)=O)cc1 (configuration not stated)	-7	i	i	-3	i	-9	i	i	i	i	i
CCSC1=NCCN1S(=O)(=O)c1ccc(F)cc1	2	i	i	-1	i	-12	i	i	i	i	i
COc1ccc(NC2CCCN(C(=O)c3ccc4[nH]c(C)c(C)c4c3)C2)cc1OC (configuration not stated)	1	i	i	.	i	-9	i	i	i	i	i
COC(=O)c1ccccc1S(=O)(=O)N1CCC(C(=O)OCC(=O)c2ccccc2OC)CC1	-2	i	i	5	i	-6	i	i	i	i	i
Nc1nc2sc3c(c2cc1C(=O)N1CCOCC1)CCCC3	-1	i	i	-2	i	-8	i	i	i	i	i
O=C(O)C1CCCN1c1ncnc2c1oc1ccccc12 (configuration not stated)	2	i	i	-7	i	-5	i	i	i	i	i
O=C(CN1CCC(c2nc3ccccc3s2)CC1)N1CCCCC1	-4	i	i	-2	i	-8	i	i	i	i	i
COc1ccc(-c2csc(Nc3cc(C)ccn3)n2)cc1OC	8	25*	i	16	i	-2	i	i	i	i	i
Cc1cccc(NC2(C(F)(F)F)N=C(c3ccccc3)NC2=O)n1 (configuration not stated)	-1	i	i	0	i	0	i	i	i	i	i
COC(=O)c1c(-n2c(C)cc(C=O)c2C)sc2c1CCCC2	-4	i	i	.	i	-13	i	i	i	i	i
Cn1c(=O)c2c(ncn2CC(O)CNc2cccc(Cl)c2)n(C)c1=O (configuration not stated)	1	i	i	-10	i	-7	i	i	i	i	i
CCn1ccnc1CN(C)Cc1cn(-c2ccc(C)cc2)nc1-c1ccc(F)cc1	6	i	i	-29	i	-22	i	i	i	i	i

3 neighbouring entries already listed, quoted:
SMILES	HDAC3 inh	ANO1 block	TMEM16A act	Dyrk1A ADPGlo	TRPC4 PAM	hERG protect	TRPC4 act	KCNQ1 pot	KCNK9 inh	KCNK3 inh	KCNQ1 inh
CC(NC(=O)CCNC(=O)c1ccc(Br)cc1)c1ccc(S(N)(=O)=O)cc1 (configuration not stated)	-7	i	i	-3	i	-9	i	i	i	i	i
CCSC1=NCCN1S(=O)(=O)c1ccc(F)cc1	2	i	i	-1	i	-12	i	i	i	i	i
COc1ccc(NC2CCCN(C(=O)c3ccc4[nH]c(C)c(C)c4c3)C2)cc1OC (configuration not stated)	1	i	i	.	i	-9	i	i	i	i	i

Next section:
SMILES	HDAC3 inh	ANO1 block	TMEM16A act	Dyrk1A ADPGlo	TRPC4 PAM	hERG protect	TRPC4 act	KCNQ1 pot	KCNK9 inh	KCNK3 inh	KCNQ1 inh
COc1ccc(-c2cc(C(=O)N3CCOCC3)c3ccccc3n2)cc1OC	-10	i	i	10	i	-18	i	i	i	i	i
O=C(NNC(=O)c1ccc(Cl)c(Cl)c1)c1ccncc1	5	i	i	.	i	-1	i	i	i	i	i
O=C(CCN1C(=O)/C(=C\C=C\c2ccccc2)SC1=S)Nc1ccccc1C(=O)O	10	25*	i	-1	i	-24	i	i	i	i	i
CC1(C)Cc2cccc(OCC(=O)NCCc3ccccc3)c2O1	3	i	i	2	i	-13	i	i	i	i	i
Cn1c(=O)cc(OCCCC(=O)N2CCN(c3ccccc3)CC2)c2ccccc21	5	i	i	1	i	-15	i	i	i	i	i
O=[N+]([O-])c1cc(-c2n(-c3ccccn3)c3ccccc3[n+]2-c2ccccn2)ccc1Cl	4	i	i	1	i	-4	i	i	i	i	i
Cc1cc2c(c(=O)n1Cc1cccnc1)C(Cc1ccccc1)C(C#N)=C(N)O2 (configuration not stated)	-15	i	i	3	i	-7	i	i	i	i	i
CC(=O)Nc1ccc2nc(NC(=O)COc3ccc([N+](=O)[O-])cc3)sc2c1	-7	i	i	-2	i	-2	i	i	i	i	i
O=C(CC(c1ccco1)S(=O)(=O)c1ccccc1)c1ccc(F)cc1 (configuration not stated)	5	i	i	16	i	-12	i	i	i	i	i

From PubChem BioAssay
